Compound activity: PubChem, several laboratories
Mcl1 Bid PPI = Mcl-1/Bid interaction inhibition; Q07820; TR-FRET Mcl-1/Bid-Dy647 peptide binding, 1536-well; inhibition, % at 21.7 µM; hit rate 0.97% among 220,000; AID 1021;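 active = compounds that cut the binding signal by more than half at the single screening dose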;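 also: His-tagged Mcl-1 with europium anti-His antibody binding Bid BH3 peptide; 0% = Mcl-1 plus peptide wells and 100% = peptide-only wells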
Target sequence (Q07820 whole entry, looked up): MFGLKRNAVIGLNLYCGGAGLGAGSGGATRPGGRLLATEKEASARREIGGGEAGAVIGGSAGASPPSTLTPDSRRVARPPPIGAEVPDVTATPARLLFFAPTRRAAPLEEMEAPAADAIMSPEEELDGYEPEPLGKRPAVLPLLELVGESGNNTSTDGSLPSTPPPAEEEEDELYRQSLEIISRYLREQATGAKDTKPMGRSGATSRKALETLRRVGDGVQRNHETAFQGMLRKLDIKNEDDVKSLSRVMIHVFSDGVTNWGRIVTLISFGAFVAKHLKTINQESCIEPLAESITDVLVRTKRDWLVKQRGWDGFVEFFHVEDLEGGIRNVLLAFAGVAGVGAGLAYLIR
Cdc42 wt GTP = modulators (inhibitors or activators) of GTP binding to human Cdc42 wildtype. GST-Cdc42 beads, Bodipy-GTP binding, flow cytometry; actives lie on both sides. percent activity (GTP binding), % at 10 µM. hit rate 0.2% among 190,000;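 active = percent activity GTP binding at least 20 points away from the 100% baseline, either down as inhibitor or up as activator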;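 also: median bead fluorescence of bound Bodipy-FL-GTP at 100 nM; 0% = excess unlabeled GTP control and 100% = no compound control; below 100% means less GTP binding so inhibitor and above means activator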
Target sequence (P60953 whole entry, looked up): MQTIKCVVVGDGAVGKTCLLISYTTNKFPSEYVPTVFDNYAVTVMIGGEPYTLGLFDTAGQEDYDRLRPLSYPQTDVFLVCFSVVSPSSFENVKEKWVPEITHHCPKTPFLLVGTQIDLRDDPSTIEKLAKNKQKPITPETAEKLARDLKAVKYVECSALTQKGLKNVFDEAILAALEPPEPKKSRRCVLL
Pf gametocyte = inhibitors of late stage P. falciparum gametocyte viability; inhibition, % at 10.9 µM; hit rate 0.065% among 150,000; P. falciparum stage V gametocytes, ATP luminescence, 24 h; AID 743093;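 active = inhibition above the mean plus 3 SD of compounds within the control limits, set per campaign, cut at about 38% in these data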;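 also: 0% = DMSO wells and 100% = medium only without gametocytes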
Avidin fluor = avidin bead compound fluorescence profile. fluorescence (KMESF) at 10 µM. hit rate 0.38% among 220,000. Avidin beads, compound fluorescence 488/530 nm, flow cytometry; active compounds read high. AID 1775; in the data active = fluorescence above about 47; also: inactives centre near 10
Bim-Mcl-1 = inhibitors of Bim-Mcl-1 interaction, human. Bead-based flow cytometry, Bim peptide-Mcl-1 binding. inhibition, % at 10 µM. hit rate 0.1% among 190,000; in the data active = inhibition above about 40%;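 also: 0% = no compound tracer wells and 100% = peptide blocker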
Rac1 act GTP bind = modulators of GTP binding to human Rac1 activated mutant; GST-Rac1 activated beads, fluorescent GTP binding, flow cytometry; actives lie on both sides; 100% means binding = to untreated wells; percent activity (GTP binding), % at 10 µM; hit rate 0.11% among 190,000; AID 764;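 active = GTP binding at least 20 percentage points away from the 100% baseline, in either direction, so actives lie on both sides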
Rab2 wt GTP = changes GTP binding to wildtype dog Rab2A, up or down. GST-Rab2 wt beads, Bodipy-GTP binding, flow cytometry. AID 760. P61105. GTP binding activity, % at 10 µM. hit rate 0.19% among 190,000;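 active = GTP binding activity at least 20 points away from 100%, either lowered or raised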;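 also: 0% = beads with excess unlabeled GTP and 100% = no-compound control corrected for plate trend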
Rab7 wt modul = dog Rab7 wildtype GTP binding, inhibitors and activators | GST-Rab7 beads, fluorescent GTP binding, flow cytometry; actives lie on both sides; untreated = 100%, excess cold GTP = 0% | GTP binding activity (percent of control), % at 10 µM | hit rate 0.055% among 190,000 | AID 758;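 active = fluorescent GTP binding to Rab7 beads changed by at least 20 points from the 100% baseline, either direction, mostly lower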;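 also: median green fluorescence of bound Bodipy-FL-GTP per Rab7 bead population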
HRas wt GTP = human HRas wildtype GTP binding, change in either direction; P01112; GST-Ras wt beads, Bodipy-FL-GTP binding, flow cytometry; actives lie on both sides; GTP binding activity, % at 10 µM; hit rate 0.14% among 190,000;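 active = GTP binding activity at least 20% away from the 100% baseline, either lowered as inhibitor or raised as activator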;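 also: 0% = unlabeled GTP competition control and 100% = no-compound control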
Target sequence (P01112 whole entry, looked up): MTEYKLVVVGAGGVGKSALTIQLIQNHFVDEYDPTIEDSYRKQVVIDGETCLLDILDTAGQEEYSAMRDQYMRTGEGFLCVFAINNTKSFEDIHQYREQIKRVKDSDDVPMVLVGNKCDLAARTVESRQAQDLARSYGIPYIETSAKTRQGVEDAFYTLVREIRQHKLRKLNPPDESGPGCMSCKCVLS
Mcl1 Noxa PPI = disrupts binding of human Mcl-1 to Noxa peptide; inhibition, % at 21.7 µM; AID 1022; Q07820; TR-FRET Mcl-1/Noxa peptide binding, 2 h; hit rate 1.5% among 220,000;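 active = compounds that cut the protein-peptide binding signal by more than 50% relative to plate controls in a single-dose test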;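 also: His-tagged Mcl-1 with rhodamine Noxa BH3 peptide and terbium anti-His antibody; 0% = Mcl-1 plus Noxa peptide wells and 100% = peptide-only wells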
Rac1 wt modul = alters GTP binding to wildtype human Rac1. hit rate 0.27% among 190,000. P63000. GTP binding activity (% of control), % at 10 µM. GST-Rac1 beads, fluorescent GTP binding, flow cytometry; actives lie on both sides; 0 = cold GTP competed, 100 = untreated;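 active = GTP binding activity at least 20 points away from the 100% control level, either lower or higher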
* hit, by the source's call; . = not tested or not shown.

SMILES	Mcl1 Bid PPI	Cdc42 wt GTP	Pf gametocyte	Avidin fluor	Bim-Mcl-1	Rac1 act GTP bind	Rab2 wt GTP	Rab7 wt modul	HRas wt GTP	Mcl1 Noxa PPI	Rac1 wt modul
CC1=C(C(=O)NCCN2CCOCC2)C2(CCC(C)CC2)OC1=O (centres undefined)	-8	103	.	7	0	98	99	99	101	-8	101
Cc1ccc(N(CC(=O)NCCSCc2ccco2)S(=O)(=O)c2ccc(C)cc2)cc1	-8	99	-9	11	-3	98	97	99	99	-29	104
CCc1nnc(NC(=O)c2ccc(N(C)S(=O)(=O)c3ccccc3)cc2)s1	12	98	-12	23	33	98	101	105	99	2	106
COC(=O)c1ccc(NC(=O)Nc2ccc(OC)c(OC)c2)cc1	-60	94	-10	9	-3	95	93	99	94	6	94
COc1ccc(NC(=O)CSc2ncnc3c2nnn3-c2ccc(F)cc2)c(OC)c1	-11	93	14	6	-5	96	92	100	92	11	98
CCOC(=O)c1c(-c2ccc(C)cc2C)csc1NC(=O)CSc1nnnn1C	-4	99	.	15	0	95	99	99	99	-8	101
CC1CC(C)CN(S(=O)(=O)c2ccc(C(=O)NCc3ccco3)cc2)C1 (centres undefined)	-15	97	-18	5	3	97	102	109	101	11	99
COc1cc(NC(=O)c2ccc3c(=O)n(Cc4ccco4)c(=S)[nH]c3c2)cc(OC)c1OC	52*	92	.	7	-2	94	94	95	92	43	93
NC(=O)c1ccc(NC(=O)COC(=O)C2(c3cccc(F)c3)CCCC2)cc1	0	93	13	28	-2	92	97	100	100	18	97
COC(=O)CNS(=O)(=O)c1ccc(OC)cc1	-14	98	.	7	-1	97	98	96	99	-8	101
CCOC(=O)C1(CCCc2ccccc2)CCN(C(=O)Cc2nonc2C)CC1	7	97	6	4	3	95	99	106	99	8	104
O=C(Cc1cccs1)N(c1ccc(Br)cc1)C1C=CS(=O)(=O)C1 (centres undefined)	-14	96	-16	26	-22	96	99	104	96	-5	98
O=C(CN(Cc1ccc2c(c1)OCO2)C(=O)CSc1nc2ccccc2o1)NC1CCCCC1	1	95	.	9	2	95	95	98	96	-10	95
O=C(NNC(=O)c1cccc(S(=O)(=O)N2CCc3ccccc32)c1)c1ccccc1	-15	94	-6	11	-3	93	91	95	94	10	96
CC1C/C(=N\NC(=O)c2cccnc2)CC(C)(C)C1 (centres undefined)	-40	95	20	22	0	95	96	96	94	13	97
O=C(/C(=N/N=C/c1ccc(O)c(O)c1)c1ccccc1)c1ccccc1	-26	96	-22	6	-12	99	99	98	98	51*	97
CCSc1nc(-c2ccco2)ccc1C#N	-15	105	.	11	-3	100	102	105	105	10	104
O=C(N/N=C\c1ccccc1)c1sccc1-n1cccc1	-82	101	-1	22	0	99	103	106	102	-6	105
COc1ccc(/C=N/NC(=O)c2cccnc2)cc1CSc1nc2ccccc2s1	4	102	19	8	-3	99	94	96	96	16	101
COC(=O)Nc1ccc(C)c2nsnc12	-17	106	14	13	-5	97	103	104	102	6	108
Cc1ccc(NC(=S)c2nc3ccccc3[nH]2)c(C)c1	-45	99	.	11	-3	102	101	99	103	-44	100
CC(C)CNC(=O)COC(=O)c1c2c(nc3ccccc13)/C(=C/c1cccs1)CC2	-63	97	.	5	-1	95	99	96	97	8	96
Cn1cc(C(CC(=O)O)C(=O)O)c2ccccc21 (centres undefined)	-32	107	.	7	-2	102	107	102	107	24	104
CCn1c(CNc2ccc(Cl)cc2)nnc1SCC#N	-65	94	0	13	-5	94	93	94	94	1	97
FC(F)C(F)(F)C1=CC(c2ccccc2)=NCCN1	-11	102	.	12	3	99	101	101	102	7	103
O=C1CCCN2N=C(SCC(=O)N3N=C(c4ccc(Br)cc4)CC3c3ccc(F)cc3)SC2=N1 (centres undefined)	5	94	-18	5	-2	91	95	96	94	-41	90
COc1ccc(C(=O)Cc2ccccc2)cc1OC	-18	101	.	3	-8	101	102	107	104	-13	106
C=CCOc1c(Br)cc(/C=N/NC(N)=O)cc1OC	-12	99	8	5	-3	100	97	99	100	2	97
O=c1[nH]c2cc3c(cc2cc1CN(Cc1ccco1)C(=S)NCC1CCCO1)OCCO3 (centres undefined)	-34	95	.	25	-1	94	95	91	92	11	96
O=C(CSc1nnc(CN2CCCCC2)n1-c1ccccc1)c1ccc2c(c1)OCO2	-11	100	10	22	-6	100	95	97	98	1	101
COc1ccc(C2Nc3ccccc3C(=O)N2c2ccccc2)cc1Cn1cc([N+](=O)[O-])cn1 (centres undefined)	-6	102	16	11	-9	97	96	96	98	10	102
CN1CCN(c2cc(N3CCc4ccccc4C3)c(F)cc2[N+](=O)[O-])CC1	-12	102	.	13	-5	100	101	97	100	31	98
C#CCNC(=O)C1=C[C@@H](c2coc3ccccc3c2=O)C[C@@H](OCc2ccc(CO)cc2)O1	-7	94	-26	5	-1	92	96	99	94	-26	94
Cc1nc(/C=[N+](\[O-])C(C)(C)/C=N/O)n(O)c1C	-34	104	1	8	1	102	100	101	102	9	107
C/C(=C\c1ccccc1)CN1CCN(c2ccccc2)CC1	3	99	.	33	-3	101	97	98	99	5	103
COc1ccc(OC)c(/C=N/NC(=O)CSc2cc(C)nc3c(OC)cccc23)c1	35	92	-1	12	0	96	93	94	93	39	99
COc1ccc(-c2cc(C(=O)OCC(=O)c3cccc([N+](=O)[O-])c3)c3cc(C)ccc3n2)cc1	-25	100	14	14	1	102	100	97	102	1	105
Cc1nn(C)cc1/C=N/NC(=O)Cn1nccc1C	-23	100	-8	9	-4	102	98	101	99	13	105
COc1ccc(C(=O)c2ccc(N(C)C)cc2)c2ccccc12	-7	101	.	21	-3	98	98	98	102	4	100
CC(O)CNCCCOc1cccc(C(F)(F)F)c1 (centres undefined)	2	101	.	5	0	99	103	105	101	13	105
CC(C)CCNC(=O)C(CC(C)C)N(Cc1ccc2c(c1)OCO2)C(=O)c1snc(C(N)=O)c1N (centres undefined)	-29	98	-8	12	-1	95	96	95	95	-4	97
CCC(C)(C)NC(=O)CN(C(=O)c1snc(C(N)=O)c1N)c1ccc2c(c1)OCO2	-41	101	.	15	0	98	99	99	102	33	103
O=C(NCc1ccc(F)cc1)c1noc2c1CCCC2	-8	99	.	32	-3	99	99	99	99	-4	102
CCOC(=O)CNC(=O)c1ccccc1	-8	102	.	17	1	99	100	102	102	-3	103
Cc1ccc(S(=O)(=O)CCc2nc3ccccc3n2CCC#N)cc1	-24	104	.	14	1	99	104	100	103	-5	106
O=C(NCCc1ccccn1)C1CC(=O)N(Cc2ccccc2Cl)C1 (centres undefined)	-25	100	15	18	-2	97	101	100	102	-4	99
Fc1ccc(-n2c(Cc3ccccc3)nnc2SCc2nc(-c3ccc(Cl)cc3)no2)cc1	-16	101	.	8	-39	99	97	96	99	-14	103
O=C(CC1SC(=Nc2ccccc2)N(CCc2c[nH]c3ccccc23)C1=O)Nc1ccccc1F (centres undefined)	-51	100	-24	2	-6	97	98	96	98	-9	101
CC1CCCN(C(=O)CSc2nnc(-c3ccc(S(=O)(=O)N4CCOCC4)cc3)n2C)C1 (centres undefined)	-2	100	.	6	0	98	97	97	99	1	101
Cc1cc(C)c2nc(N3CCCC(C(=O)N4CCN(c5ncccn5)CC4)C3)sc2c1 (centres undefined)	-4	102	.	8	1	100	97	97	101	-3	105
CCOc1ccc(-c2cc(C(=O)N3CCN(C)CC3)c3ccccc3n2)cc1	-3	105	33	9	0	100	103	101	102	2	103
COc1ccc(Br)cc1CN1CCCCCCC1	46	103	-5	8	-55	101	101	102	104	14	107
O=C(CNc1ccccc1)N/N=C/c1ccc([N+](=O)[O-])cc1	-16	104	-20	7	-1	103	104	101	102	-9	104
CCS(=O)(=O)N1CCN(c2c(Cl)cccc2[N+](=O)[O-])CC1	-4	96	-11	21	0	97	97	96	98	0	98
COc1cc(OC)c(C(=O)OCC(=O)c2cc(C)n(CC3CCCO3)c2C)cc1OC (centres undefined)	-6	95	-2	21	-1	93	97	103	97	1	93
Cc1ccc2nc(C)cc(N/N=C/c3cccnc3)c2c1	-15	96	-17	9	2	97	97	97	96	1	103
CCCCC[C@H](O)/C=C/[C@@H]1[C@@H](C/C=C\CCCC(=O)O)[C@@H](O)C[C@H]1O	-1	106	.	9	-2	99	102	94	99	10	104
